HCV inhibitor: HCV inhibition. Huh7.5.1 HCVcc-Cre infection, luciferase reporter, 44 h. Potency, µM (top dose mostly 41.8 µM), inactives show at the top dose activity change, negative = inhibition, most hits filed as inhibitors. hit rate 3.4% among 340,000
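Infectious HCV cell culture screen: compound-treated cells (1,000/well, pre-plated 4 h) are infected with HCVcc-Cre at roughly 0.5 moi and grown 44 h. Infection is quantified by luciferase signal after 15 min substrate incubation at room temperature.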
Sm TGR block: blocks Schistosoma mansoni thioredoxin glutathione reductase. purified TGR, DTNB reduction, TNB absorbance 405 nm. Potency, µM (doses to about 114 µM), without a hit: at the top dose activity change, negative = inhibition, most hits filed as inhibitors. hit rate 3% among 360,000. AID 485364; also: nearly all actives have a fitted effect of over 60% in size
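Kinetic colorimetric format: TGR-catalysed, NADPH-driven DTNB reduction monitored via TNB absorbance. Enzyme dispensed at 20 nM; compound exposure 15 min at room temperature before reaction start.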
Tb PYK inh: inhibitors of Trypanosoma brucei pyruvate kinase; Q57TT1; TbPYK enzyme, Kinase-Glo Plus ATP luminescence, 45 min; Potency, µM (top dose mostly 76.8 µM), without a hit: at the top dose activity, negative = inhibition, actives largely listed as inhibitors; hit rate 0.12% among 410,000; AID 624173; also: nearly all actives have a fitted effect of over 50% in size
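Enzyme and substrate buffer are dispensed first and compound is pin-transferred. ADP at 130 uM final then starts the reaction, which runs 45 min at room temperature. Detection reagent is added for 10 min before luminescence is imaged.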
Pf growth 48h: P. falciparum growth inhibition at 48 hours (one generation). AID 504832. P. falciparum luciferase growth in erythrocytes, 48 h. hit rate 5.9% among 310,000. Potency, µM (highest dose often 28.7 µM), for the others: at the highest dose activity change, negative = inhibition, hits mostly inhibitors
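Read-out is firefly luciferase luminescence from an integrated reporter in P. falciparum, so falling signal marks reduced parasite growth. Infected erythrocytes were at 2% hematocrit and 0.1% parasitemia (final) in Albumax-supplemented RPMI 1640.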
Pf growth 96h: inhibits malaria parasite growth, 96 h. P. falciparum luciferase reporter growth, 96 h. Potency, µM (highest dose often 28.7 µM), for the others: at the top dose activity change, negative = inhibition, hits mostly inhibitors. hit rate 6.9% among 320,000. AID 504834
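96 h incubation, 37 C, 5% CO2, of luciferase-reporter P. falciparum-infected RBCs (2% hematocrit, 0.05% parasitemia final) with test compounds; endpoint luminescence.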
LmPK inhibitor: inhibitors of Leishmania mexicana pyruvate kinase; purified LmPK, Kinase-Glo ATP luminescence, 1 h; Potency, µM (series often up to 57.5 µM), for the others: at the top dose activity change, negative = inhibition, usual class: inhibitors; hit rate 0.37% among 290,000; AID 1721
Target sequence (Q27686 whole entry, looked up): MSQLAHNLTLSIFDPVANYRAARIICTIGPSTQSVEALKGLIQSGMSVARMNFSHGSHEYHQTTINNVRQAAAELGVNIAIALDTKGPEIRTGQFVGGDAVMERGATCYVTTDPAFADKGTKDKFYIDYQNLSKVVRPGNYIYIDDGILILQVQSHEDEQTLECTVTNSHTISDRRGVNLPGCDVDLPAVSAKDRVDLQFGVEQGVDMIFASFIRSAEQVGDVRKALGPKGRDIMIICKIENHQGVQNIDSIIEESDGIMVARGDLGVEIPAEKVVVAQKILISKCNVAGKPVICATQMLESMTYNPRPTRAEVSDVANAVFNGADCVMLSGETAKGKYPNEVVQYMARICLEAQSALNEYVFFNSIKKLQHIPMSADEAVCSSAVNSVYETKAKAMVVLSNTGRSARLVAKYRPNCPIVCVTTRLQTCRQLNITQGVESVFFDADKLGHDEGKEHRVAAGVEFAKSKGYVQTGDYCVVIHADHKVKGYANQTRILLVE
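0.1 nM LmPK, 0.5 mM PEP, 0.1 mM ADP; 50 mM imidazole pH 7.2, 7 mM MgCl2, 50 mM KCl; 1 h RT. Kinase-Glo luminescence readout, normalized to no-enzyme (full inhibition) and uninhibited wells.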
* hit, by the source's call; ? = inconclusive; . = no result given; & = joins results of further samples; [ ] = another dose, or the depositor's remark. Calls follow the shape of the dose curve; as a rule, active = well fitted curve in the direction sought with a large enough effect; inconclusive = small, poorly fitted or top-dose-only effect, or another doubt; inactive = no such curve, though single readings can be large; an effect the other way counts as inactive or inconclusive. % is scaled to controls: 0 for no effect and ±100 for the full control effect; potency is read from the fitted curve at half-maximal effect.

Molecule	HCV inhibitor	Sm TGR block	Pf growth 96h	Tb PYK inh	LmPK inhibitor	Pf growth 48h
O=C1N/C(=N/N=C/c2ccccc2O)SC1Cc1ccc(F)cc1 (centres undefined)	?	2%	?	-3%	-1%	?
CN(C)c1ccc(C2C3C(=O)N(c4ccc(C(=O)O)cc4)C(=O)C3ON2c2ccccc2)cc1 (centres undefined)	14%	-3%	0%	-5%	-2%	33%[activator]
O=C(c1ccccc1)c1ccccc1N=Cc1c(O)[nH]c(=O)[nH]c1=O	-3%	-35%	14%	-7%	-3%	-1%
Oc1ccc(N=C/C=C/c2cccc(Br)c2)cc1-c1nc2ccccc2s1	?	40µM*	5%	-24%	-9%	?
COc1ccc(-c2cc(C)nc(SCC(=O)c3cccc([N+](=O)[O-])c3)n2)cc1	16µM*	1%	?	-1%	5%	?
CC(C(=O)Nc1nncs1)N1C(=O)C2C3C=CC(C3)C2C1=O (centres undefined)	22%	11%	?	-4%	3%	12%
COc1ccc(-c2cc(=O)oc3c(C)c(OCC(=O)N(C)C)ccc23)cc1	-17%	-2%	?	5%	3%	68%[activator]
Cc1cccc(-c2noc(-c3cc4ccccc4oc3=O)n2)c1	-7%	-5%	16%	0%	-21%	6%
O=C(c1ccco1)N1CCN(Cc2cc(=O)oc3cc(O)ccc23)CC1	-24%	45µM*	?	-4%	.	5%
CNc1c(NC(=O)C2CCC(C)CC2)c(=O)oc2ccccc12 (centres undefined)	-4%	-2%	5%	4%	0%	-13%
CCOCCCNC(=S)N1CCN(Cc2ccco2)CC1	15%	-16%	57%[activator]	3%	0%	34%[activator]
Fc1cccc(/C=N/Nc2nc3ccccc3[nH]2)c1	-2%	-8%	?	-23%	-8%	0%
CC1CC(C)CN(C(=O)c2ccc(S(=O)(=O)N3CC(C)CC(C)C3)cc2)C1 (centres undefined)	-16%	-4%	-16%	5%	0%	-24%
CC(=O)c1cccc(OCC(=O)Nc2cc(Cl)ccc2-n2cncn2)c1	?	1%	38%[activator]	-14%	.	64%[activator]
CN(CC(=O)N1CCC(C(N)=O)CC1)S(=O)(=O)c1ccc2ccccc2c1	19%	4%	-6%	-5%	-1%	0%

Gathered by group, those above with fluorine.
Molecule	HCV inhibitor	Sm TGR block	Pf growth 96h	Tb PYK inh	LmPK inhibitor	Pf growth 48h
O=C1N/C(=N/N=C/c2ccccc2O)SC1Cc1ccc(F)cc1 (centres undefined)	?	2%	?	-3%	-1%	?
Fc1cccc(/C=N/Nc2nc3ccccc3[nH]2)c1	-2%	-8%	?	-23%	-8%	0%

Additional results:
Molecule	HCV inhibitor	Sm TGR block	Pf growth 96h	Tb PYK inh	LmPK inhibitor	Pf growth 48h
CCC(C)C(NC(=O)c1ccccc1NC(=O)c1ccco1)C(=O)NNC(=O)c1ccncc1 (centres undefined)	?	-14%	?	3%	6%	10µM*
CCC(O)CC(C(=O)NNc1ccccc1)C(=O)NNc1ccccc1 (centres undefined)	-6%	4%	?	-1%	-1%	8%
COc1ccc(NC(=O)C(OC(=O)c2cnccn2)c2ccccc2)cc1Cl (centres undefined)	1%	-2%	-25%	-1%	-9%	2%
CCNC(=S)N1CCCC(c2nc3ccc(C)cc3[nH]2)C1 (centres undefined)	?	0%	31%[activator]	-10%	3%	-11%
COc1ccc(-n2cnc3sc4c(c3c2=O)CCCC4)cc1	?	0%	-13%	1%	-2%	29%
CC1Cc2ccccc2N1C(=O)COC(=O)c1n[nH]c(=O)c2ccccc12 (centres undefined)	3%	1%	-16%	0%	.	-13%
Cc1cc(NS(=O)(=O)c2ccc(NC(=O)c3cccc(OC(F)F)c3)cc2)nc(C)n1	-14%	-4%	9%	-1%	7%	0%
C=C(C)C1CC=C(C)/C(=N/NC(=O)c2cccc([N+](=O)[O-])c2)C1 (centres undefined)	?	0%	10%	-1%	7%	23%
Cc1cc(C)nc(N/N=C/c2cccc3ccccc23)n1	-16%	-13%	-26%	4%	3%	63%[activator]
CCOCCCNC(=O)C(NC(=O)CNC(=O)c1ccccc1)c1ccccc1 (centres undefined)	2%	-7%	-5%	3%	2%	22%
COc1ccccc1NC(=O)CN1C(=O)NC2(CCCCCCC2)C1=O	22%	5%	6%	-2%	-4%	6%
C/C(=N/NC(=O)CNC(=O)c1ccccn1)c1ccccc1	7%	6%	124%[activator]	-7%	-1%	81%[activator]
Cc1noc(C)c1COC(=O)/C=C/c1ccc(Cl)cc1	13%	-3%	?	-28%	-3%	?
C/C(=N\NC(=O)COc1ccc(C(C)(C)C)cc1)c1cc2ccccc2o1	10%	0%	0%	0%	6%	189%[activator]
CC(C)Cn1c(SCC(=O)c2c(N)n(C)c(=O)n(C)c2=O)nc2ccccc21	?	2%	?	-6%	-3%	?

(continued)
Molecule	HCV inhibitor	Sm TGR block	Pf growth 96h	Tb PYK inh	LmPK inhibitor	Pf growth 48h
CC(OC(=O)c1cn(C)c2ccccc12)C(=O)N(C)c1ccccc1 (centres undefined)	?	-4%	?	0%	.	?
COc1cccc(-c2nc(-c3ccncc3)no2)c1	1%	-7%	220%[activator]	-8%	-13%	98%[activator]
CCCCCCn1c(N2CCC(C)CC2)nc2c1c(=O)[nH]c(=O)n2C	9%	18%	?	10%	6%	?
Fc1cccc(CO/N=C/c2c(-c3ccccc3)nc3ccc(Cl)cn23)c1	-16%	4%	?	-3%	2%	-14%
CSc1c(CC(=O)NCCO)n(C)c2ccccc12	14%	-9%	?	-15%	-1%	-4%
O=C1CSC(=S)N1c1ccc(Cl)c(Cl)c1	3%	-17%	30%[activator]	1%	0%	33%[activator]
O=C(NCCN1CCOCC1)C1CCC(=O)N1Cc1ccccc1Cl (centres undefined)	20%	-21%	?	-5%	-1%	7%
Cc1ccn2c(-c3csc(NCc4ccco4)n3)c(C)nc2c1	?	4%	-5%	1%	-1%	12µM*
COc1cc(NC(=O)c2cc(-c3ccc4c(c3)OCO4)on2)cc(OC)c1OC	?	-9%&-3%	?	0%&3%	-4%	1%
Cc1ccc([C@@H]2[C@@H]3C(=O)N(C)C(=O)[C@@H]3[C@]3(C)C(=O)N(Cc4ccc(-c5ccccc5)cc4)CC(=O)N23)o1	10%	?	35%[activator]	-9%	-4%	18%
COc1cccc(N2C(=O)NC(=O)/C(=C/c3ccc4c5c(cccc35)CC4)C2=O)c1	8%	25µM*	-18%	.	3%	11%
Cc1nn(C)cc1S(=O)(=O)NCc1ccc2c(c1)OCO2	13%	-17%	?	-8%	-7%	15%
O=C(O)c1cccc(N2C(=O)/C(=C/c3ccc([N+](=O)[O-])cc3)C=C2c2ccccc2)c1	5%	25µM*	?	-17%	2%	-66%
Cc1ccc(NC(=O)CCC(=O)Nc2nnc(C3CCCCC3)s2)cc1	17%	-29%	46%[activator]	-12%	2%	27%
Cn1c(C(=O)N2CCN(Cc3ccc4c(c3)OCO4)CC2)cc2c(=O)n(C)c3ccccc3c21	-24%	-3%	1.9µM*	0%	8%	.

By substructure, the entries above containing an NH in an aromatic ring
Molecule	HCV inhibitor	Sm TGR block	Pf growth 96h	Tb PYK inh	LmPK inhibitor	Pf growth 48h
O=C(c1ccccc1)c1ccccc1N=Cc1c(O)[nH]c(=O)[nH]c1=O	-3%	-35%	14%	-7%	-3%	-1%
Fc1cccc(/C=N/Nc2nc3ccccc3[nH]2)c1	-2%	-8%	?	-23%	-8%	0%
CCNC(=S)N1CCCC(c2nc3ccc(C)cc3[nH]2)C1 (centres undefined)	?	0%	31%[activator]	-10%	3%	-11%
CC1Cc2ccccc2N1C(=O)COC(=O)c1n[nH]c(=O)c2ccccc12 (centres undefined)	3%	1%	-16%	0%	.	-13%
CCCCCCn1c(N2CCC(C)CC2)nc2c1c(=O)[nH]c(=O)n2C	9%	18%	?	10%	6%	?

Next part
Molecule	HCV inhibitor	Sm TGR block	Pf growth 96h	Tb PYK inh	LmPK inhibitor	Pf growth 48h
CC(C)c1ccc(N=C2N=C(N)c3ccccc32)cc1	?	-4%	140%[activator]	-4%	-8%	33%[activator]
COc1ccccc1CN1CCNC(=O)C1CC(=O)NCc1c(C)n[nH]c1C (centres undefined)	29%	0%	7%	-4%	0%	5%
NS(=O)(=O)c1cc(C(=O)OCC(=O)Nc2ccc(Cl)cc2[N+](=O)[O-])ccc1Cl	-26%	2%	-1%	-16%	3%	7%
Cc1cc2nccc(-c3ccncc3)n2n1	-1%	13%	34%[activator]	0%	0%	12%
Cc1ccc(NC(=O)Nc2nnc(Cc3ccc([N+](=O)[O-])cc3)s2)cc1	5%	1%	?	-1%	1%	-1%
Cc1ccc(NC(=O)c2ccccc2Cl)cc1-n1cnnn1	-5%	0%	11%	1%	1%	10%
CCn1c(NC(=O)/C=C/c2ccc(F)cc2)nc2ccccc21	?	14%	?	-1%	-3%	12µM*
C1=Cc2ccccc2Nc2ccccc21	13%	14%	11%	-3%	-4%	-22%
Cc1ccc2c(c1)-c1c(cnn1CC(=O)NC(C)CCc1ccco1)CO2 (centres undefined)	?	?	-11%	0%	0%	?
O=C(CSC1=NNC(c2ccccn2)S1)Nc1ccccc1 (centres undefined)	14µM*	?	?	-10%	-7%	?
COc1ccc(S(=O)(=O)N2CCN(Cc3cc(OC)c(O)c(OC)c3)CC2)cc1	10%	3.5µM*	0%	-7%	-5%	-12%
Cc1ccc(C(=O)O/N=C(\N)Cc2cccs2)c(Cl)c1	?	-10%	?	-19%	-19%	-13%
COc1cc(OC)cc(C(=O)NC(C(=O)N2CCc3ccccc3C2)C(C)C)c1 (centres undefined)	-15%	-16%	?	1%	2%	?
CCCC(C)NC(C)C(=O)NC1CCCC1 (centres undefined)	0%	2%	5%	-7%	-5%	11%
CCOCCCn1c(=S)[nH]c2ncccc2c1=O	16%	4%	150%[activator]	0%	-1%	-4%

(next part)
Molecule	HCV inhibitor	Sm TGR block	Pf growth 96h	Tb PYK inh	LmPK inhibitor	Pf growth 48h
COc1ccc(CCC(=O)Nc2cccc(S(=O)(=O)N3CCCCCC3)c2)cc1OC	?	41%[activator]	?	6%	.	10µM*
CCN1CCN(C(=S)c2ccc(SC)cc2)CC1	7%	91%[activator]	23%	12%	1%	.
CN(CC(=O)Nc1c(Cl)cccc1Cl)C(=O)Cc1ccc2c(c1)CCC2	-2%	-4%	0%	?	.	0%
Cc1nn(CCc2nn[nH]n2)c2nc(-c3ccccc3)cc(C(F)(F)F)c12	7%	-2%	0%	-17%	4%	-4%
O=C(CCNC(=O)Cn1ccc2ccccc2c1=O)NCCCN1CCN(c2ccccc2F)CC1	-19%	3%	3%	7%	0%	-3%
CCOC(=O)N1CCN(C(=O)Cn2nc(C)c3sc4ccccc4c3c2=O)CC1	16%	10%	10µM*	-13%	2%	?
O=C(CN1C(=O)S/C(=C\c2ccc(O)cc2)C1=O)c1ccccc1	-26%	9%	?	8%	0%	-35%
O=C(O)CC1(CC(=O)Nc2ccccc2C(=O)c2ccccc2)CCCC1	7%	4%	-7%	-8%	0%	42%[activator]
c1ccc(CCNc2ncnc3ccccc23)cc1	1.1µM*	5%	-5%	3%	-2%	278%[activator]
O=C(CNC(=O)c1ccc(Br)cc1)NCCc1nc2ccccc2[nH]1	16%	6%	-21%	-6%	3%	.
N#C/C(=C\c1ccc(-c2ccccc2Cl)o1)C(=O)Nc1nc2ccccc2s1	3%	-1%	64%[activator]	-7%	2%	6%
COC(=O)c1ccccc1NS(=O)(=O)c1ccc(Cl)nc1	3%	55%[activator]	-5%	4%	10%	28%
O=C(NC1CC1)c1ccc(-c2ccccc2)cc1	9%	2%	?	2%	-3%	208%[activator]

Bioassay records from PubChem BioAssay.
